HIV peptide binding: inhibitors of HIV fusion peptide binding, primary screen, biochemical, uHTS, fluorescence dequenching (AID 1986); cell-free peptide binding, fluorescence dequenching, 30 min; higher % means a stronger effect; inhibition, % at 20 µM; hits with a dose series show IC50 in µM; hit rate 0.3% among 290,000; in the data active = inhibition mostly above about 52%, no sharp cut-off; inactive = mostly below about 76%; note: some results filed as inactive read as strong as hits
KOR beta-arrestin-1: KOR agonists, beta-arrestin recruitment, primary screen, cell-based, luminescence, uHTS (AID 1777); KOR beta-arrestin recruitment, luminescence; higher % means a stronger effect; one-dose activation, % at 10 µM; EC50 in µM for titrated hits; hit rate 0.02% among 280,000; in the data active = activation above about 50%, passing the limit was not always enough; note: a part of the inactive calls stands beside numbers as strong as those of hits
HEK293 NOD2/NF-kB: inhibition of NOD2-driven NF-kB reporter – cell-based, luminescence, uHTS, HEK293 (AID 1566); HEK293 NOD2/NF-kB luciferase reporter, luminescence; higher % means a stronger effect; inhibition, % at 4 µM, or EC50 in µM where a hit was titrated; hit rate 0.63% among 290,000; note: many of its hits are not listed in these tables
KOR beta-arrestin-2: kappa opioid receptor blockers – cell-based, luminescence, uHTS (AID 1778). inhibition, % at 10 µM, or IC50 in µM where a hit was titrated. hit rate 0.091% among 290,000. KOR beta-arrestin recruitment, luminescence, antagonist mode; higher % means a stronger effect; note: strong numbers were not always called active
GPR55 LPI antagonism: GPR55 antagonists blocking LPI-driven arrestin recruitment, primary screen, imaging, U2OS, beta-arrestin-GFP, LPI agonist (AID 2013); U2OS GPR55 beta-arrestin-GFP translocation imaging, LPI antagonism; higher % means a stronger effect; inhibition, % at 10 µM, or IC50 in µM where a hit was titrated; hit rate 0.13% among 290,000;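 active = spots per cell inhibited over 60%, with over 100 cells counted and total cytoplasm intensity under 500,000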;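 note: U2OS cells stably carrying GPR55 and arrestin-GFP stimulated by 5 µM LPI near EC80; imaged beta-arrestin-GFP aggregate spots per cell after agonist stimulation; plate controls were LPI-stimulated DMSO wells for no effect and DMSO wells without LPI for full effect; some results filed as inactive read as strong as hits; confirmed hits need IC50 under 10 µM and bright autofluorescent wells are also inconclusive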
SV40 large T antigen: SV40 large T antigen inhibitors, biochemical (AID 1903); SV40 large T antigen ATPase/helicase inhibition assay; higher % means a stronger effect; inhibition, % at 20 µM, or IC50 in µM where a hit was titrated; hit rate 0.39% among 310,000; in the data active = a potency from the dose series; note: strong numbers were not always called active
NOD1 NF-kB reporter: inhibition of NOD1-driven NF-kB reporter – cell-based, luminescence, uHTS, primary screen (AID 1578); NOD1-driven NF-kB luciferase reporter cells, luminescence; higher % means a stronger effect; one-dose inhibition, % at 4 µM; EC50 in µM for titrated hits; hit rate 1% among 290,000; in the data active = inhibition mostly above about 36%, no sharp cut-off; inactive = mostly below about 34%;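 note: HEK-293T reporter cells stimulated with the NOD1 agonist gamma-tri-DAP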
GPR55 beta-arrestin: GPR55 agonists via beta-arrestin recruitment, primary screen, imaging, U2OS cells, beta-arrestin-GFP redistribution (AID 1961); U2OS GPR55 beta-arrestin-GFP redistribution imaging; higher % means a stronger effect; one-dose activation, % at 10 µM; EC50 in µM for titrated hits; hit rate 0.048% among 290,000;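 active = activation above 40% with more than 50 cells counted in the well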;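 note: U2OS osteosarcoma cells stably expressing GPR55 and beta-arrestin-GFP; plate controls were DMSO negative control for no effect and LPI positive control for full effect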
MgcRacGAP inhibition: MgcRacGAP GTPase-activating activity inhibitors, confirmation, biochemical, ADP Hunter fluorescence; MgcRacGAP-stimulated Rac1 GTP hydrolysis, ADP Hunter fluorescence; higher % means a stronger effect; GST-tagged Rac1 F28L mutant substrate; one-dose inhibition, % at 30 µM; IC50 in µM for titrated hits; hit rate 0.6% among 340,000;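 active = first-screen hits whose inhibition reached a set limit at any dose in the follow-up dose series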;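 note: fluorescence reports GDP produced by GAP-driven GTP hydrolysis; strong numbers were not always called active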
The depositor's hits bear a star; · = not tested or not shown; & = joins results of further samples; [ ] = remark or other dose. Cut-off read from the data, not from the text of the source, unless noted: active = inhibition above about 50%; inactive = the rest. Only part of the results is shown; the hit share may differ from the screen's.

HIV peptide binding,KOR beta-arrestin-1,HEK293 NOD2/NF-kB,KOR beta-arrestin-2,GPR55 LPI antagonism,SV40 large T antigen,NOD1 NF-kB reporter,GPR55 beta-arrestin,MgcRacGAP inhibition,mol
-0.2%,-2.5%,7%,5%,-1%,9%,-30%,-0.1%,5%,CCOc1ccc(-c2ccc(NS(=O)(=O)c3ccc([N+](=O)[O-])cc3)cc2)nn1
-1.0%,-1.7%,0%,17%,11%,26%,-20%,-0.1%,6%,CC(=O)Nc1ccc(S(=O)(=O)NCCC(=O)OCc2ccc([N+](=O)[O-])cc2)cc1
0.4%,9.7%,12%,-41%,-8%,25%,-41%,0.7%,1%,COc1ccc2cc(CN(CC3CCCO3)C(=O)Nc3ccccc3)c(=O)[nH]c2c1 (stereo not drawn)
-0.4%,0.8%,0%,21%,-5%,66%,-12%,-0.1%,9%,O=C(CCC1CCCCC1)Nc1ccccc1C(=O)N1CCOCC1
-0.3%,-2.2%,-15%,46%,4%,9%,-30%,-0.1%,-8%,CN(C(=O)c1cccnc1)c1nnc(-c2ccccn2)s1
0.1%,-4.9%,-1%,19%,9%,17%,-9%,0.3%,5%,CCc1ccccc1N(CC(=O)NCc1ccco1)C(=O)c1snc(C(N)=O)c1N
0.7%,1.4%,20%,-10%,11%,4%,-20%,-0.2%,-7%,CC(C)(C)SCCNC(=O)CN(c1ccccc1)S(=O)(=O)c1ccc(F)cc1
1.1%,-1.3%,-4%,-1%,5%,10%,-39%,0.0%,6%,CS(=O)(=O)N1CCCC(C(=O)N2CCN(c3cccc(Cl)c3)CC2)C1 (stereo not drawn)
0.9%,2.7%,4%,27%,0%,14%,-8%,0.2%,10%,O=C1N(CN2C(=O)C3(OCCO3)c3ccccc32)c2ccccc2C12OCCO2
-0.8%,4.4%,-12%,4%,6%,3%,-7%,-0.1%,5%,Cc1cccc(NC(=O)Nc2c(C)n(C)n(-c3ccccc3)c2=O)c1
-0.3%,-1.4%,14%,-20%,7%,6%,58%*,-0.3%,0%,N#CCCN(C(=O)CCl)c1cccc(Cl)c1
-0.3%,-4.8%,-6%,-20%,13%,3%,-55%,-0.3%,2%,CC(=O)/C(=N\Nc1ccc(C)cc1)N1CCOCC1
-0.2%,7.1%,13%,18%,2%,6%,22%,0.2%,16%,Cc1nc2cc(NS(=O)(=O)c3c(C)c(C)cc(C)c3C)ccc2s1
-1.2%,-3.5%,4%,3%,-7%,-3%,-2%,0.4%,1%,Nc1ccccc1-c1nc2ccccc2[nH]c1=O
-1.1%,-9.1%,14%,14%,2%,2%,-9%,-0.2%,5%,COc1ccccc1CNC(=O)c1c(-c2ccccc2)nn(-c2ccccc2)c1C
4.9%,5.5%,14%,22%,9%,27%,-19%,-0.2%,11%,Cc1cc(NS(=O)(=O)c2ccc(NC(=O)COc3ccc(Br)cc3)cc2)nc(C)n1
-0.7%,-0.6%,-10%,-6%,6%,0%,-27%,0.3%,6%,O=C(NCCc1ccc(C(F)(F)F)cc1)C1CCC(=O)N(C2CC2)C1 (stereo not drawn)
21%,-0.9%,3%,-18%,9%,8%,-24%,0.6%,9%,CC[C@H](C)C1NC(=O)[C@H](CC(=O)O)NC(=O)c2cc([N+](=O)[O-])cc(I)c2NCCC(C(N)=O)NC1=O (stereo partly drawn)
-3.0%,-12%,-27%,-11%[20 µM],-6%,8%,-42%,0.0%,·,COc1cccc(NC(=S)NNC(=O)CCn2cc([N+](=O)[O-])cn2)c1
1.7%,-6.8%,13%,7%,7%,19%,-6%,0.2%,10%,C[C@H](NC(N)=O)C(=O)OCC(=O)NCc1cccs1
-2.5%,-4.7%,-149%,-9%,2%,8%,-34%,0.2%,4%,C/C(=N\Nc1cccc2cccnc12)c1ccccc1O
0.3%,1.6%,-21%,-9%,7%,8%,-9%,0.4%,13%,CNC(=S)Nc1ccc(C23CC4CC(CC(C4)C2)C3)cc1
0.4%,1.3%,16%,12%,2%,10%,-8%,-0.2%,7%,NC(=O)C1=C[C@H](c2csc3ccccc23)C[C@H](OCCCCO)O1
1.1%,4.4%,1%,9%,11%,17%,-8%,0.3%,3%,Oc1ccc[n+](CCCCC[n+]2cccc(O)c2)c1
0.3%,-2.0%,13%,4%,9%,4%,-16%,0.5%,7%,Cc1sc2ncn(CC(=O)NCCCOC(C)C)c(=O)c2c1S(=O)(=O)N1CCN(c2ncccn2)CC1
7.3%,3.3%,-72%,11%,4%,21%,-50%,-0.2%,4%,O=C(/C=C/c1ccccc1)C1C(=O)c2ccccc2C1=O
-0.1%,-2.8%,6%,20%,-7%,-3%,·,0.2%,-6%,COCC(=O)Nc1cccc(Br)c1
9.6%,-1.7%,11%,23%,2%,7%,-36%,0.3%,7%,CN1CCc2c(n(CC(O)CN3C(=O)c4ccccc4S3(=O)=O)c3ccccc23)C1=O (stereo not drawn)
-0.5%,2.5%,-74%,-28%,-4%,7%,-68%,-0.1%,3%,COc1ccc(N=c2sc3ccccc3n2C)cc1
-2.4%,-0.9%,2%,14%,8%,-5%,2%,-0.2%,3%,CCOc1ccccc1C1C(C(=O)Nc2ccccc2OC)=C(C)Nc2nnnn21 (stereo not drawn)
-0.9%,-1.6%,9%,18%,10%,-7%,-16%,-0.2%,13%,O=C(CSc1nccc(=O)[nH]1)Nc1ccc(S(=O)(=O)N2CCOCC2)cc1
-2.1%,-6.1%,3%,-2%,-2%,3%,-11%,0.0%,·,CCc1ccc(C2=CSC3=NCCN23)cc1
1.2%,-3.4%,16%,1%,10%,14%,-7%,0.2%,10%,C=CCN1CN(Cc2ccco2)CNC1=S
-2.0%,-1.2%,7%,-19%,-4%,10%,21%,-0.1%,9%,COc1ccc(CNC2CC(=O)N(C)C2=O)cc1 (stereo not drawn)
0.7%,2.5%,12%,3%,·,7%,5%,-0.1%,11%,CNS(=O)(=O)c1cnccc1N1CCN(c2cccc(C(F)(F)F)c2)CC1
2.1%,-2.2%,-3%,9%,1%,14%,-18%,-0.1%,0%,Cc1cc(CNC(=O)c2cc(Br)ccc2Cl)nn1C
-0.6%,0.6%,-10%,5%,-2%,-5%,-22%,-0.1%,9%,COc1ccccc1N1CCN(C(=O)CCNS(=O)(=O)c2ccc3c(c2)CCC(=O)N3)CC1
0.7%,3.0%,18%,-14%,-4%,4%,5%,-0.2%,16%,Cc1cc(=O)[nH]c(Nc2cccc(Br)c2)n1
-1.3%,-2.1%,11%,28%,7%,23%,-33%,-0.2%,3%,CC(C)N(C(=O)CC1ON(C)C(=O)N1c1ccc(Cl)cc1)C(C)C (stereo not drawn)
1.2%,-2.1%,3%,17%,7%,16%,-33%,-0.2%,2%,Cc1ccc(Cl)cc1NC(=O)COC(=O)C1CC1

Compound profiles, from the list above:
`CCOc1ccccc1C1C(C(=O)Nc2ccccc2OC)=C(C)Nc2nnnn21` (stereo not drawn) as listed: HIV peptide binding: -2.4%; KOR beta-arrestin-1: -0.9%; HEK293 NOD2/NF-kB: 2%; KOR beta-arrestin-2: 14%; GPR55 LPI antagonism: 8%; SV40 large T antigen: -5%; NOD1 NF-kB reporter: 2%; GPR55 beta-arrestin: -0.2%; MgcRacGAP inhibition: 3%
`CN1CCc2c(n(CC(O)CN3C(=O)c4ccccc4S3(=O)=O)c3ccccc23)C1=O` (stereo not drawn) as listed: HIV peptide binding: 9.6%; KOR beta-arrestin-1: -1.7%; HEK293 NOD2/NF-kB: 11%; KOR beta-arrestin-2: 23%; GPR55 LPI antagonism: 2%; SV40 large T antigen: 7%; NOD1 NF-kB reporter: -36%; GPR55 beta-arrestin: 0.3%; MgcRacGAP inhibition: 7%

(list continues)
HIV peptide binding,KOR beta-arrestin-1,HEK293 NOD2/NF-kB,KOR beta-arrestin-2,GPR55 LPI antagonism,SV40 large T antigen,NOD1 NF-kB reporter,GPR55 beta-arrestin,MgcRacGAP inhibition,mol
1.6%,-5.1%,-4%,19%,5%,16%,-23%,0.1%,10%,COc1ccc(N2CC(C(=O)N/N=C/c3c[nH]c4ccccc34)CC2=O)cc1 (stereo not drawn)
2.4%,-0.9%,3%,20%,-2%,3%,-15%,-0.1%,8%,COc1ccc(CCNS(=O)(=O)c2ccc3c(c2)CCN3C(=O)CCC(=O)O)cc1OC
16%,-1.0%,14%,-7%,4%,-1%,-7%,-0.1%,-7%,CC(C)(C)CC(=O)Nc1cc(S(=O)(=O)N2CCOCC2)ccc1N1CCCC1
-0.8%,3.7%,-7%,-14%,0%,-2%,-3%,-0.2%,7%,COCC(C)N=C1SCCN1Cc1ccccc1 (stereo not drawn)
-2.3%,0.0%,9%,22%,13%,10%,-23%,-0.2%,-1%,O=C(CCc1ccccc1)NNC(=S)NCCc1ccccc1
0.5%,·,7%,0%,-2%,7%,-6%,-0.2%,-14%,Cn1nc(NC(=O)C(C)(C)C)c2c(F)cccc21
-1.3%,1.3%,39%,14%,-10%,12%,-4%,-0.3%,13%,COc1ccc(CCC(=O)Nc2ccc(Cl)c(S(=O)(=O)N3CCCC3)c2)cc1
-1.0%,-7.2%,7%,-7%,8%,-1%,-34%,-0.6%,-10%,CC(C)(C)Nc1nc(Oc2ccc(=O)[nH]n2)nc(N2CCOCC2)n1
0.6%,-2.1%,2%,1%,11%,5%,-38%,-0.2%,3%,CCn1c(=O)c(=O)[nH]c2c(=O)oc3ccc(S(=O)(=O)Nc4ccccc4)cc3c21
-0.4%,1.5%,-12%,5%,2%,7%,-2%,-0.2%,4%,NNc1ccc(Cl)c(C(=O)O)c1
-0.6%,-4.7%,13%,-10%,-2%,5%,6%,0.3%,6%,CC(C)CC(=O)N1CC(=O)Nc2ccc(F)cc2C1c1ccccc1 (stereo not drawn)
-0.8%,4.3%,-44%,-44%,13%,0%,-21%,-0.1%,-10%,O=C(COC(=O)c1ccccc1OCc1ccc(Cl)cc1)NC1CC1
0.9%,-3.1%,10%,24%,9%,8%,2%,0.2%,7%,C#CCN(C(=O)c1cc(COc2ccc(C)c(C)c2)on1)C1CCCCC1
-1.5%,4.5%,18%,-34%,1%,11%,58%*,-0.2%,20%,O=C(Cn1c(=O)oc2cc(S(=O)(=O)N3CCCC3)ccc21)Nc1cccc(C(F)(F)F)c1
7.5%,-8.0%,6%,-18%,16%,8%,14%,-0.1%,6%,O=C(COc1ccc(Cl)cc1)N1CCN(c2cccc(C(F)(F)F)c2)CC1
-2.3%,-3.5%,-18%,1%,-5%,-1%,0%,0.2%,8%,O=c1[nH]c(SCc2nc3ccccc3n2Cc2ccccc2)nc2ccccc12
-0.9%,-4.0%,-82%,32%,0%,-4%,-38%,0.2%,4%,Fc1ccc(/C=C/c2nnc(-c3cccs3)o2)cc1
1.0%,2.5%,-4%,-28%,2%,4%,-8%,-0.2%,-5%,CC(=O)Nc1ccc(S(=O)(=O)N2CCC(C(=O)N[C@@H](C)C(=O)NC3CCCC3)CC2)cc1
-0.8%,1.8%,7%,24%,-6%,3%,-4%,0.0%,-2%,Cc1ccc(S(=O)(=O)N2CC=C(C(=O)NCCC(C)C)CC2)cc1
-1.1%,-0.1%,12%,1%,-7%,19%&-1%,2%,0.2%,2%,COC(=O)c1ccc(Cn2cnc3c(cnn3-c3ccc(Cl)cc3)c2=O)o1

Assay outcomes from PubChem.
